Screening data: PubChem BioAssay, National Center for Advancing Translational Sciences (NCATS)
TDP1 cell noCPT: qHTS for Inhibitors of human tyrosyl-DNA phosphodiesterase 1 (TDP1): qHTS in cells in absence of CPT. AID 686978, 2013. DT40 Tdp1-/- hTDP1 cells, no CPT, ATP luminescence, 48 h. Potency, µM (top dose mostly 46.2 µM), inactives show at the top dose activity change, negative = growth inhibition, usual class: inhibitors. hit rate 15% among 420,000; note: nearly all actives have a fitted effect of over 55% in size
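Chicken DT40 Tdp1-/- cells complemented with human TDP1, screened without camptothecin (DMSO vehicle only), 400 cells/well. Compounds pin-transferred, cells incubated at 37 °C for at least 48 hr. Growth read as ATP-dependent luminescence (CellTiter-Glo, 30 min at RT).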
TDP1 cell CPT: DT40-hTDP1 cell growth loss with CPT. Potency, µM (doses to about 46.2 µM), without a hit: top-dose activity change, negative = growth inhibition, actives largely listed as inhibitors. chicken DT40 Tdp1-/-;hTDP1 cells + 20 nM CPT, ATP luminescence, 48 h. hit rate 12% among 420,000; note: nearly all actives have a fitted effect of over 55% in size
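Chicken DT40 Tdp1-/- cells complemented with human TDP1, 400 cells/well, exposed to compounds plus 20 nM camptothecin for at least 48 h at 37 C; viability read as ATP content by CellTiter-Glo luminescence.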
TDP1 inh: inhibitors of human tyrosyl-DNA phosphodiesterase TDP1. Q9NUW8. hit rate 0.28% among 350,000. AID 485290. Potency, µM (highest dose often 130 µM), inactives show at the top dose activity change, negative = inhibition, hits mostly inhibitors. recombinant TDP1, AlphaScreen DNA substrate cleavage; note: nearly all actives have a fitted effect of over 40% in size
Target sequence (Q9NUW8 whole entry, looked up): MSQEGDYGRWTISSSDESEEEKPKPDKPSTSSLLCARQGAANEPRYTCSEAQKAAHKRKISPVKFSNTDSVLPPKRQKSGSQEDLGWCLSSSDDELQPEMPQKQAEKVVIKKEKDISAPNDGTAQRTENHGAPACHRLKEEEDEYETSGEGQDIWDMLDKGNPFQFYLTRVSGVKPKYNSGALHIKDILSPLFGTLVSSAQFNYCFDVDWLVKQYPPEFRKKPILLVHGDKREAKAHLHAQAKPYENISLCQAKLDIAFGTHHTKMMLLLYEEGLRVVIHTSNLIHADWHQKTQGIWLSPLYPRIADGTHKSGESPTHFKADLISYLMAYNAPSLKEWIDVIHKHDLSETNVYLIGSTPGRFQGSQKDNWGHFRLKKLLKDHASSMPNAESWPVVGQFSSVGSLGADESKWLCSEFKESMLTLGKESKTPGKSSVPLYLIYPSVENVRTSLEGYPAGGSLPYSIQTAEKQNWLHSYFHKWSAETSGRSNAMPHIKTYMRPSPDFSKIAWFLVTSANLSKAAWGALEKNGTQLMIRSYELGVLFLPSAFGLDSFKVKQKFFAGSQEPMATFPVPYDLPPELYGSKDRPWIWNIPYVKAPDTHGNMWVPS
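Recombinant E. coli-expressed Tdp1 (1 nM) preincubated with compound 15 min at RT, then 5'-biotin/3'-phosphotyrosine-FITC DNA substrate (15 nM) added for 5 min. AlphaScreen beads (10 ug/ml) added, 10 min RT; tyrosine-FITC cleavage read as signal loss.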
Active calls of the source: *; u = inconclusive; x = not tested or not shown; & = joins results of further samples; [ ] = another dose, or the depositor's remark. Calls come from the whole dose curve; as a rule, active = well fitted curve in the direction sought with a large enough effect; inconclusive = small, poorly fitted or top-dose-only effect, or another doubt; inactive = no such curve, though single readings can be large; an effect the other way counts as inactive or inconclusive. % is set by controls: 0 for no effect and ±100 for the full control effect; potency is the fitted concentration of half-maximal effect.

SMILES	TDP1 cell noCPT	TDP1 cell CPT	TDP1 inh
COc1ccc(C(CNC(=O)c2[nH]c(C)c(C(C)=O)c2C)N2CCOCC2)cc1 (centres undefined)	-16%	-27%	6%
COc1ccc(CCNC(=S)NC2CCN(Cc3ccccc3)CC2)cc1	23µM*	u	7%
O=C(O)CCc1nc(-c2ccc(Cl)cc2)no1	-5%	1%	9%
Cc1sc2nc(CN3CCCC3)nc(N3CCN(S(=O)(=O)c4ccccc4)CC3)c2c1C	u	-27%	2%
CSc1cc(C)c(OCC(=O)Nc2ccc(NC(C)=O)cc2)c(C)c1	u	u	8%
CCN(CC)CCNC(=O)Nc1ccc2c(c1)N(Cc1ccccc1)C(=O)c1ccccc1S2	u	u	8%
O=C(C1=NN[C@@H]2C(=O)N(Cc3ccccc3)C(=O)[C@H]12)c1ccc([N+](=O)[O-])cc1	-7%	-12%	7%
c1ccc(OCCCn2ccnc2)cc1	-4%	-1%	x
C[C@@H]1CN([C@@H](C)CO)C(=O)CCCn2cc(nn2)CO[C@H]1CN(C)S(=O)(=O)c1ccc2ccccc2c1	u	u	x
COCC(C)NC(=O)c1ccc(Cl)c(Cl)c1 (centres undefined)	-15%	-6%	0%
Cc1ccccc1NC(=O)c1cc[n+]([O-])cc1	-16%	-10%	-2%
Cc1cc(C(=O)NNC(=S)NCC(C)C)no1	u	-29%	5%
CC1CCCCN1CCCNC(=O)c1ccc(NC(=O)C2=CSCCO2)cc1 (centres undefined)	-6%	3%	-9%
C1CSC2(N1)C1CC3CC2CC(C1)C31NCCS1 (centres undefined)	-4%	-14%	10%
COc1ccc(C)cc1NC(=O)C/C(C)=N/NC(=O)Cc1cccc2ccccc12	-22%	-22%	x
C/C(=N\O)c1ccc(Cl)c(Cl)c1	9%	5%	x
Cc1ccc(Nc2cc(C)nc(-c3ccccc3O)n2)cc1	u	u	1%
CCCNC(=O)c1ccc2c(=O)n3c(-c4ccc(C)cc4)csc3nc2c1	-9%	-9%	4%
COc1cccc(Nc2ncc3ncc(=O)n(CCC#N)c3n2)c1	-11%	-6%	x
CSc1ccc(CNc2ncc(-c3cccc([N+](=O)[O-])c3)n2C)cc1	23µM*	16µM*	x
COc1ccc(S(=O)(=O)NCCSC(C)(C)C)c(Cl)c1Cl	u	u	2%
CCOC(=O)Cn1nc(C)c(NC(=O)COc2ccc(Cl)cc2C)c1C	8.2µM*	9.2µM*	-2%
COc1cccc(/C=C2/NC(=O)N(CC(=O)Nc3ccc(C)cc3)C2=O)c1OCc1cccc(C(=O)O)c1	2%	-3%	3%[0.0935 µM]
Cc1cccc(N2CCN(C(=O)CCC(=O)N3CCOc4ccc(Cl)cc43)CC2C)c1 (centres undefined)	u	u	x
O=C(CCN1CCOCC1)Nc1ccc(F)cc1	-3%	-8%	x
COc1c2c(cc3oc(CO[C@@H]4O[C@H](CO)[C@@H](O)[C@H](O)[C@H]4O)cc(=O)c13)O[C@H](C(C)(C)O)C2	-11%	1%	0%
CC(=O)c1ccc(NC(=O)CSc2nc(Nc3ccccc3)nc(N3CCOCC3)n2)cc1	u	u	-10%
CC(C)c1ccc(/C=C/c2[nH]c(=O)[nH]c(=O)c2[N+](=O)[O-])cc1	u	-25%	x
C=CCc1ccc(OCC(O)CN2CCN(c3ccccc3)CC2)c(OC)c1 (centres undefined)	u	-26%	x
Cc1ccc(C(=O)O)cc1NS(=O)(=O)c1ccc2ccccc2c1	0%	7%	x
COc1ccc(C)cc1NCc1nnc2n1CCCCC2	9%	-21%	-3%
Cc1nc2sc(C(c3ccco3)N3CCC4(CC3)OCCO4)c(O)n2n1 (centres undefined)	2%	-5%	x
O=C(NCCS(=O)(=O)N1CCCCCC1)c1ccccc1	-8%	-1%	-9%[0.505 µM]
COc1ccc(-c2n[nH]c3c2cnc2ccc(F)cc23)cc1	8%	-2%	-1%
COC(=O)C1CCN(CC(=O)Nc2sc3c(c2C#N)CCC3)CC1	-8%	-14%	-2%
COC(=O)COc1c(/C=C\c2nc(O)c([N+](=O)[O-])c(=O)[nH]2)cccc1OC	-3%	-3%	5%
COc1ccccc1NC(=O)N(C)C[C@H]1OCc2cnnn2CCCC(=O)N([C@@H](C)CO)C[C@H]1C	2%	-7%	x
O=C(OCCOc1ccc(Br)cc1)c1ccc(Cl)nc1	2%	3%	2%
COc1ccc(NC(=O)CC2Nc3cc(C)c(C)cc3NC2=O)c([N+](=O)[O-])c1 (centres undefined)	5.8µM*	u	6%
O=C(NNC(=O)c1ccccc1O)c1ccc(Cl)c(S(=O)(=O)N2CCc3ccccc32)c1	21µM*	21µM*	2%[0.505 µM]
CCCNC(=O)C1(C)CCCN(Cc2cc(-c3ccccc3)nn2C)C1 (centres undefined)	16µM*	u	x
Cc1ccc2nc(SCCC(=O)O)cc(C)c2c1	1%	-10%	0%
CCN(CC)C(=O)c1[nH]cnc1C(=O)NCC(=O)OCc1ccccc1	-18%	-1%	x
Cc1ccc(C(=O)NCCCc2ccccc2)c(C)c1	-8%	1%	-11%
C=CCn1c(CCC(=O)Nc2ccc(C)c(Cl)c2)nnc1SCC(=O)Nc1ccccc1C	u	u	4%
CC1CCN(CCc2nc3cc(NS(=O)(=O)c4ccccc4)ccc3n2C)CC1	u	-7%	7%
O=C(COc1ccc(F)c(Cl)c1)Nc1ccc(N2CCOCC2)cc1	u	16µM*	3%
Cc1ccc(NC(=O)CN(C)CC(=O)Nc2sc3c(c2C(N)=O)CCC3)cc1	u	u	9%
CS(=O)(=O)N1CCN(c2ccccc2[N+](=O)[O-])CC1	-1%	0%	2%
COC(=O)CC1C(=O)NCCN1C(=O)Nc1ccc(Cl)cc1 (centres undefined)	12%	4%	0%
COc1ccc(-n2c(C)nc3cc(C(=O)NCc4ccco4)ccc32)cc1	-3%	3%	2%
CCOC(=O)C1CCCN(C(=O)COC(=O)c2cccs2)C1 (centres undefined)	-23%	14%	1%
O=C(COC(=O)COc1ccc2ccccc2c1)NCC(F)(F)F	-2%	-32%	0%
O=C(CNC(=O)c1cccc(F)c1)OCC(=O)N1CCCCC1	25%	-12%	0%
O=C(O)CCCN1C(=O)/C(=C\C(Cl)=C\c2ccccc2)SC1=S	21µM*	18µM*	x
CCOc1cc(/C=N/Nc2nn3cnnc3c3ccccc23)ccc1O	u	u	1%
COCC(=O)OCn1nnc2ccccc2c1=O	u	-26%	2%
Cc1ccccc1NC(=O)CN1CCOCC1	-2%	-17%	4%
O=C(NC1CCCC1)C(c1ccncc1)N(C(=O)Cc1cccs1)c1ccc(F)cc1 (centres undefined)	u	-19%	6%
CCOc1cc2[nH]c(=S)n(CCCC(=O)NCc3ccccn3)c(=O)c2cc1OCC	u	u	4%
Further structures.
SMILES	TDP1 cell noCPT	TDP1 cell CPT	TDP1 inh
O=C(NCC1COc2ccccc2O1)c1ccc(F)c(S(=O)(=O)N2CCOCC2)c1 (centres undefined)	u	18µM*	-11%
NS(=O)(=O)c1ccc(CNS(=O)(=O)c2cc(Cl)ccc2Cl)cc1	-5%	-17%	x
CSC(=Nc1cccc(C)c1)NC#N	3%	-1%	3%
O=C(CCn1c(=S)[nH]c2ccccc2c1=O)NCCSCc1ccccc1	u	-5%	-3%
CN1CC(=O)Nc2ccccc2C1=O	0%	11%	x
COc1ccccc1CCC(=O)OCC(=O)Nc1c(C)nn(-c2ccccc2)c1C	-11%	-1%	x
Cc1ccc(NC(=S)NCc2ccc(F)cc2)cc1	26µM*	u	x
CCC(C(=O)NC(C)(C)C)n1c(-c2cccc(NC(C)=O)c2)nc2ccccc21 (centres undefined)	12%	5%	x
COc1ccc(C2=NOC(C(=O)Nc3ccc4c(c3)OCCO4)C2)c(OC)c1 (centres undefined)	-3%	u	x
Cc1cccn2c(=O)c3cc(C(=O)N4CCCCC4)sc3nc12	-15%	-5%	3%
CC(C)n1cc(NC(=O)COc2ccccc2Cl)cn1	u	-24%	15%
NC(=O)c1ccc(NC(=O)Cc2csc(-c3ccccc3)n2)cc1	-10%	-14%	1%
O=C(c1ccncc1)N1CCC2(CCCN(c3ccccc3)C2)CC1	-22%	-24%	x
Cc1ncc([N+](=O)[O-])n1CC(=O)NC1CCCCCC1	8%	8%	0%
COc1ccc(/C=N/NC(=O)COc2cccc3cccnc23)cc1OC	u	3%	u
N=c1n(CCN2CCCCC2)c2ccccc2n1CC(O)c1cccc(Br)c1 (centres undefined)	16µM*	15µM*	0%
O=C(Nc1ccc(N=Nc2ccccc2)cc1)c1cccc(Cl)c1	-24%	u	7%
OCCNc1nc(Cl)nc(NCc2ccco2)n1	21%	1%	-2%
CCOC(=O)c1sc2ccccc2c1OC(=O)c1ccc(C)cc1	u	2%	0%
COc1ccc(/C=C/c2ccc(=O)n(Cc3ccccc3)n2)cc1	u	u	-1%
O=C(CN1CCN(S(=O)(=O)c2ccc(Br)cc2)CC1)Nc1ccc(F)cc1	u	-10%	3%
NNC(=O)c1cc(NS(=O)(=O)c2cccs2)cc(NS(=O)(=O)c2cccs2)c1	5%	14%	-12%
CCN(CC(=O)Nc1ccc2c(c1)OCCO2)C(=O)/C=C/c1cccc(Br)c1	-18%	-16%	x
c1ccc(N2CC3COc4ccccc4C3=N2)cc1 (centres undefined)	-10%	2%	x
COc1cc(C(c2c(C)[nH][nH]c2=O)c2c(C)[nH][nH]c2=O)ccc1OC(=O)c1ccccc1OC	u	u	4%
CCN(CC(=O)Nc1ccc(OC)cc1)C(=O)c1ccc2c(=O)n3c(nc2c1)CCC3	-16%	6%	1%
COc1ccc(-c2cc(=O)oc3cc(OC(C)C(=O)O)ccc23)cc1 (centres undefined)	6%	11%	3%
CCCOc1ccc(N2C(=O)CC(N(Cc3ccccc3)N=O)C2=O)cc1 (centres undefined)	9%	18%	2%
CCn1c(Cn2nnc(-c3ccccc3)n2)nnc1SCC(=O)Nc1ccc(N(C)C)cc1	u	-17%	-4%
CC(C)COC(=O)n1ccc(C(=O)N2CCCCC2)n1	1%	-3%	-2%
Cc1cc(C(=O)N2CCCC2(C)C(=O)O)c(C)o1 (centres undefined)	-2%	-15%	x
O=C(COC(=O)COc1ccc(Cl)cc1)NC1CC1	-17%	7%	-2%[56.1 µM]
Cc1ccc(S(=O)(=O)N2CCCCC2)cc1NC(=O)c1nn(C)c(=O)c2ccccc12	u	u	-3%
CCCCC(=O)N1CCCC(c2nc(-c3cccc(OC)c3)no2)C1 (centres undefined)	15µM*	u	-3%
Cc1onc(C(=O)Nc2sc3c(c2C#N)CCCC3)c1[N+](=O)[O-]	u	-20%	5%
NS(=O)(=O)c1ccc(NS(=O)(=O)c2ccc3c(c2)OCCO3)cc1	u	u	0%
COc1cc(NS(=O)(=O)c2ccc(NC(=O)C34CC5CC(CC(C5)C3)C4)cc2)ncn1	u	u	7%
CCOc1ccc(-n2c(SCC(=O)Nc3cc(C)on3)nc3c([nH]c4ccccc43)c2=O)cc1	-30%&-27%	u	8%&7%
COc1ccc(C(=O)NCC(c2cccnc2)N2CCN(c3ccccc3)CC2)cc1 (centres undefined)	16µM*	u	0%

13 of the compounds above, bar-delimited.
smiles | TDP1 cell noCPT | TDP1 cell CPT | TDP1 inh
COc1ccc(-c2cc(=O)oc3cc(OC(C)C(=O)O)ccc23)cc1 (centres undefined) | 6% | 11% | 3%
CCCOc1ccc(N2C(=O)CC(N(Cc3ccccc3)N=O)C2=O)cc1 (centres undefined) | 9% | 18% | 2%
CCn1c(Cn2nnc(-c3ccccc3)n2)nnc1SCC(=O)Nc1ccc(N(C)C)cc1 | u | -17% | -4%
CC(C)COC(=O)n1ccc(C(=O)N2CCCCC2)n1 | 1% | -3% | -2%
Cc1cc(C(=O)N2CCCC2(C)C(=O)O)c(C)o1 (centres undefined) | -2% | -15% | x
O=C(COC(=O)COc1ccc(Cl)cc1)NC1CC1 | -17% | 7% | -2%[56.1 µM]
Cc1ccc(S(=O)(=O)N2CCCCC2)cc1NC(=O)c1nn(C)c(=O)c2ccccc12 | u | u | -3%
CCCCC(=O)N1CCCC(c2nc(-c3cccc(OC)c3)no2)C1 (centres undefined) | 15µM* | u | -3%
Cc1onc(C(=O)Nc2sc3c(c2C#N)CCCC3)c1[N+](=O)[O-] | u | -20% | 5%
NS(=O)(=O)c1ccc(NS(=O)(=O)c2ccc3c(c2)OCCO3)cc1 | u | u | 0%
COc1cc(NS(=O)(=O)c2ccc(NC(=O)C34CC5CC(CC(C5)C3)C4)cc2)ncn1 | u | u | 7%
CCOc1ccc(-n2c(SCC(=O)Nc3cc(C)on3)nc3c([nH]c4ccccc43)c2=O)cc1 | -30%&-27% | u | 8%&7%
COc1ccc(C(=O)NCC(c2cccnc2)N2CCN(c3ccccc3)CC2)cc1 (centres undefined) | 16µM* | u | 0%
